OXTR potentiate = human OXTR potentiators, primary screen, fluorescence, CHO-OTR cells, Fluo-8 calcium; Oxytocin receptor (Homo sapiens), P30559; Fluo-8 calcium fluorescence, potentiator mode; 0% = oxytocin EC15, 100% = EC100; activation, % at 3 µM; 320,000 tested, 0.061% active; AID 2445, 2010;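 active means activation above that plate's cutoff, the mean activation of tested compounds plus 3 SD, cut at about 6.6% in these data, passing the limit was not always enough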;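 further: 100% uses oxytocin at 75 nM as the full agonist control; some results filed as inactive read as strong as hits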
Target sequence (P30559 whole entry, looked up): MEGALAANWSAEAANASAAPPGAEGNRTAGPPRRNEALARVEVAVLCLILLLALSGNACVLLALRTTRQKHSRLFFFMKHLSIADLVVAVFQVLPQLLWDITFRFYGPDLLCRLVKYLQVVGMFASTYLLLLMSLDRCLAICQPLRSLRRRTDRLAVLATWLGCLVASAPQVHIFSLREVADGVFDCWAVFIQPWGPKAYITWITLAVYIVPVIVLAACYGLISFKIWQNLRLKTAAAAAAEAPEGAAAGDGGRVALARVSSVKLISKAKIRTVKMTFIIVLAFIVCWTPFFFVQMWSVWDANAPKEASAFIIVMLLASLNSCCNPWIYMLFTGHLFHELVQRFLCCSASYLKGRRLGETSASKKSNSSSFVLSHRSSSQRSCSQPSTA
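test system = CHO-OTR cells, human receptor | compound = single-point 3.0 µM | schedule = 6 min compound pre-incubation at room temperature, 100 s kinetic read | signal = Fluo-8 no-wash calcium dye fluorescence, excitation 470-495 nm, emission 515-575 nm | repeats = single well per compound, singlicate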
M1 ag parental = counter-screen for M1 agonists: effect in parental CHO-K1 cells | Fluo-8 calcium fluorescence; scaled to maximal ATP response, vehicle zero | activation, % at 3 µM | 360,000 tested, 0.48% active; in the data active means activation above about 15%;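 further: untransfected CHO-K1 host cells lacking M1 receptor as counterscreen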
M1 ag = human M1 muscarinic receptor agonists, primary screen, Fluo-8 calcium fluorescence, CHO-K1 cells, HTS. 360,000 tested, 0.33% active. CHO-K1 hM1, agonist mode; 0% DMSO, 100% acetylcholine EC100. activation, % at 3 µM. AID 588814, 2011. Muscarinic acetylcholine receptor M1 (Homo sapiens), P11229;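 active means activation above the run's mean compound activation plus 3 SD, cut at about 16% in these data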;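 further: peak over basal fluorescence ratio within a 140 s kinetic read after compound addition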
CHO-K1 Ca antag = nonselective inhibitor or artifact in parental CHO-K1 cells; AID 602250; inhibition, % at 3 µM; ATP-induced calcium, Fluo-8 fluorescence; 360,000 tested, 0.6% active;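 active means inhibition above a per-plate cutoff, the plate's mean sample inhibition plus 3 SD, cut at about 24% in these data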;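 further: 0% = DMSO plus EC80 ATP and 100% = DMSO alone without ATP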
CHO parental Ca = ATP-evoked calcium signal inhibitors, parental CHO, primary screen, counter-screen for OX1R antagonist project, cell-based, fluorescence, Fluo-8 calcium dye; parental CHO-K1, ATP-induced calcium, Fluo-8 fluorescence; inhibition, % at 5.6 µM; 330,000 tested, 0.63% active;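 active means inhibition above that plate's mean sample inhibition plus 3 SD, cut at about 26% in these data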;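 further: 0% = ATP-challenged DMSO wells and 100% = DMSO wells without ATP; some compounds past the cut are filed as inactive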
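material = parental CHO cells | also added = ATP as calcium-mobilizing challenge | dosing = single point at 5.6 µM | detection = intracellular calcium via Fluo-8 no-wash fluorescent dye | read-out = % inhibition | benchmarks = low control ATP plus DMSO, high control DMSO only | repeats = one well per compound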
CHRM1 PAM = human M1 muscarinic receptor positive allosteric modulators, primary screen, CHO-K1 cells, Fluo-8 calcium fluorescence, 1536-well; Muscarinic acetylcholine receptor M1 (Homo sapiens), P11229; CHO-K1 hM1, ACh EC20; 0% = ACh EC20, 100% = maximal ACh; activation, % at 3 µM; 360,000 tested, 0.088% active; in the data active means activation above about 19%, passing the limit was not always enough
CHRM4 antagonist = human M4 muscarinic receptor antagonists, primary screen, CHO cells, Fluo-8 calcium fluorescence; Muscarinic acetylcholine receptor M4 (Homo sapiens), P08173; CHO-hM4 cells, ACh EC80; inhibition, % at 3 µM; 360,000 tested, 0.73% active; AID 624125, 2012;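 active means inhibition above its plate's cutoff, the mean inhibition of sample wells plus 3 SD, cut at about 27% in these data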;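 further: 0% = acetylcholine EC80 with DMSO and 100% = DMSO without agonist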
Target sequence (P08173 whole entry, looked up): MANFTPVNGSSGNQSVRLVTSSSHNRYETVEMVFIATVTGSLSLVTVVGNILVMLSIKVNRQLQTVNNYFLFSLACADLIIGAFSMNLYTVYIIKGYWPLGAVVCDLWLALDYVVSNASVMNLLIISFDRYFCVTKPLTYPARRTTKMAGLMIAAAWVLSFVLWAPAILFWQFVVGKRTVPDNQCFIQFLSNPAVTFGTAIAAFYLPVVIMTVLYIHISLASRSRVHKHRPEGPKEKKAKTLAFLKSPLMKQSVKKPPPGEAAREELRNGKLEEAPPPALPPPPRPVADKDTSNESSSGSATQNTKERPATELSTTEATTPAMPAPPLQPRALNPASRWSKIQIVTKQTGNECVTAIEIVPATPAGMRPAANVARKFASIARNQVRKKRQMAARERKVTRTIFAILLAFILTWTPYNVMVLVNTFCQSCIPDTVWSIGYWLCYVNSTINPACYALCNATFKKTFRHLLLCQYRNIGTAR
CHRM1 antagonist = human M1 muscarinic receptor antagonists, primary screen, CHO-K1 cells, Fluo-8 calcium fluorescence, 1536-well; Muscarinic acetylcholine receptor M1 (Homo sapiens), P11229; inhibition, % at 3 µM; 360,000 tested, 1.3% active; CHO-K1 hM1, ACh EC80 antagonist;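 active means percent inhibition above its own plate's cutoff, namely the mean of that plate's compound wells plus 3 SD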;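 further: peak over basal fluorescence ratio during 140 s after agonist addition; 0% = ACh EC80 plus DMSO and 100% = DMSO alone without agonist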
CHRM4 agonist = human M4 muscarinic receptor agonists, primary screen, CHO-K1 cells, Fluo-8 calcium fluorescence | Muscarinic acetylcholine receptor M4 (Homo sapiens), P08173 | CHO-K1 hM4/Gqi5; vehicle 0%, full acetylcholine response 100% | activation, % at 3 µM | 360,000 tested, 0.14% active | AID 624127, 2012;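 active means activation above the run mean over all test wells plus 3 SD, cut at about 32% in these data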;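 further: peak over basal fluorescence ratio per well then scaled between controls; 0% = DMSO wells and 100% = acetylcholine at EC100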
Numbers without * were called inactive; . = not tested or not shown.

SMILES | OXTR potentiate | M1 ag parental | M1 ag | CHO-K1 Ca antag | CHO parental Ca | CHRM1 PAM | CHRM4 antagonist | CHRM1 antagonist | CHRM4 agonist
Cc1nnc(SCC2=C(C(=O)O)N3C(=O)C(NC(=O)Cc4ccccc4)C3SC2)s1 (stereo not given) | -7.8 | 0.0 | -1.8 | -4.8 | -0.4 | 3.3 | 3.2 | -8.7 | 1.2
O=[N+]([O-])c1ccc(NC2CCCCC2)nc1 | . | -0.5 | -6.8 | -4.7 | . | 0.8 | -2.5 | -2.3 | -0.3
Cc1cc(=O)oc(C)c1C(=O)OCC(=O)c1ccccc1 | 7.4 | 0.2 | -2.8 | 12.6 | -9.3 | 4.4 | -1.0 | -1.7 | 1.5
O=C(Nc1ccccc1C(=O)O)c1cc(S(=O)(=O)NCc2ccccc2)ccc1Cl | 5.7 | -0.3 | 1.0 | -5.5 | -4.1 | 6.1 | 4.9 | -3.9 | -0.8
COCCOC(=O)C1=C(C)NC(=O)NC1c1cccc(F)c1 (stereo not given) | -5.3 | -0.1 | -0.8 | -2.4 | -3.2 | 9.3 | -3.0 | -11.9 | 1.2
CC(=O)Nc1ccccc1NC(=O)c1ccccc1 | -11.8 | 0.1 | -5.0 | -0.5 | -4.0 | 3.3 | -1.4 | -7.5 | 0.5
COc1cccc(-c2nc3ccc(C(=O)NC(C)Cc4cccnc4)cc3o2)c1 (stereo not given) | -1.2 | 2.5 | -0.5 | 8.3 | -15.1 | 4.9 | 2.7 | -7.0 | 7.3
CCOc1ccccc1NC(=O)/C=C/C(N)=O | -3.2 | -0.1 | -1.9 | -16.4 | -7.3 | 8.1 | -12.4 | -9.8 | 2.0
Cc1cccc(CN2CCN(Cc3cccc4nonc34)CC2CCO)n1 (stereo not given) | -14.6 | 0.5 | -14.1 | -7.0 | -19.2 | -0.3 | -0.6 | -3.7 | 0.9
O=C(Nc1ccccc1C(=O)O)c1ccc2c(c1)C(=O)N(c1cccc([N+](=O)[O-])c1)C2=O | -2.3 | 0.4 | -3.2 | -11.4 | -3.7 | 12.9 | 8.4 | -10.1 | 0.1
COC(=O)c1ccc(OCCOCCOc2cccc3ccc(C)nc23)cc1 | -4.8 | 3.1 | -14.9 | -7.4 | -17.0 | -14.8 | -0.3 | 10.0 | 5.2
CCCCC(=O)N(c1ccc(OCC)cc1)C1C=CS(=O)(=O)C1 (stereo not given) | -1.1 | 0.1 | -1.9 | -4.7 | -5.5 | 3.4 | -3.7 | -20.9 | 0.0
Clc1ccc(-c2nnc(-c3ccccc3)o2)c(Cl)c1 | 0.4 | 0.3 | -5.3 | -9.6 | -19.4 | 2.5 | -4.1 | 0.1 | -1.0
O=C(NC1CCCc2ccccc21)c1ccc(S(=O)(=O)N2CCOCC2)cc1 (stereo not given) | -1.9 | 0.8 | -3.2 | 3.8 | -5.9 | 1.8 | -3.0 | 10.3 | 1.3
Cc1c(NC(=O)c2cccnc2Cl)c(=O)n(-c2ccccc2)n1C | -11.4 | 0.4 | -2.2 | -0.7 | 6.7 | 4.9 | 3.9 | 0.1 | 0.2
O=C(NC(=S)N(CC1CCC1)CC1CCCO1)c1cccc([N+](=O)[O-])c1 (stereo not given) | 0.6 | 0.7 | -4.8 | -3.0 | -15.1 | 4.0 | 2.9 | -6.9 | 0.7
O=C(NCCN1CCC(n2c(=O)[nH]c3ccccc32)CC1)c1ccccc1Cl | . | 6.8 | . | -17.6 | . | . | 8.4 | . | 6.3
Cc1ccc(N2CC(C(=O)N3CCN(Cc4ccc5c(c4)OCO5)CC3)CC2=O)cc1 (stereo not given) | 2.9 | 2.1 | -9.0 | -10.1 | -15.0 | 4.3 | 6.9 | -4.9 | 0.4
COC(=O)Cn1c(=O)c2c(n(Cc3ccccc3)c1=O)N/C(=C/c1ccc(OC)cc1)C2=O | -2.7 | 0.4 | -2.4 | -0.4 | 5.6 | 8.4 | -10.5 | -15.0 | -0.3
COc1ccc(C(=O)N2CCC(NC(=O)C(Cc3ccccc3OC)NC(C)=O)CC2)cc1 (stereo not given) | . | 1.5 | -2.0 | -7.1 | . | 8.6 | 5.2 | -9.2 | 0.2
Cc1ccccc1NC(=O)NC(N)=O | -2.2 | 0.3 | -7.6 | -12.1 | -9.9 | 4.6 | -2.3 | 3.7 | 0.0
O/N=C/CCn1c(=S)sc2ccccc21 | -1.4 | 0.1 | -6.3 | -5.0 | -8.0 | 4.9 | -5.9 | -2.1 | 1.1
O=[N+]([O-])c1ccc(C=NN=Cc2ccc([N+](=O)[O-])cc2)cc1 | . | 0.9 | 0.9 | -7.6 | . | -4.9 | -2.9 | 4.2 | 0.8
CC(=O)N/N=C(\C)c1ccc(Br)cc1Br | -12.0 | -0.4 | -3.7 | -16.4 | 2.4 | 9.1 | 2.0 | -15.6 | 0.3
COc1ccc(C)cc1NC(=O)CN1CCN(CC(=O)Nc2ccccc2F)CC1 | -2.2 | -0.1 | -1.2 | 0.1 | -23.6 | 5.2 | 2.5 | -15.9 | 0.0
CCOC(=O)C1(c2ccccc2)CCCNC1=O (stereo not given) | . | 0.3 | -1.0 | -8.7 | . | 14.0 | -20.7 | -12.1 | 1.1
Cc1noc(C)c1CSc1nnc(-c2cc(Cl)ccc2Cl)n1N | -10.1 | 1.0 | -5.0 | -11.1 | -25.5 | 2.4 | 5.6 | -1.0 | -0.7
c1cnc2ccc3c(c2c1)COCO3 | . | 0.9 | 0.2 | -15.3 | . | 3.7 | 3.3 | -3.2 | 0.4
Cc1csc(SCC(=O)Nc2c(C)n(C)n(-c3ccccc3)c2=O)n1 | -8.2 | 0.0 | 2.5 | -5.5 | 6.4 | 5.5 | -1.2 | -46.3 | 0.7
CCOC(=O)[C@H]1[C@H]2COc3ccc(Br)cc3[C@@H]2N2C(=O)N(c3ccc(F)cc3)C(=O)[C@@]12C | -6.3 | 0.1 | -0.5 | -0.8 | -12.4 | -3.7 | 1.5 | 6.4 | 2.4
Cc1cn([C@H]2C[C@H](O)[C@@H](CNCc3cc(Cl)ccc3OCc3ccc(Cl)cc3)O2)c(=O)[nH]c1=O | . | 0.9 | -8.3 | 0.1 | . | 5.2 | -18.1 | -17.6 | 4.9
COc1ccc(S(=O)(=O)Nc2cc(C)on2)cc1OC | 1.0 | -0.3 | -1.7 | -7.3 | 2.3 | 3.1 | 13.8 | 1.9 | 1.3
CCC(C)NS(=O)(=O)c1cccs1 (stereo not given) | -4.0 | 0.5 | -3.4 | -3.0 | -6.3 | -2.8 | -3.2 | 6.8 | 0.1
Cc1coc2c1c(C)cc1oc(=O)c(CC(=O)NCCC(=O)O)c(C)c12 | -11.8 | 0.0 | -6.9 | -4.4 | -5.0 | 2.7 | 4.1 | -1.6 | -0.2
O=C(NC(c1ccc(Cl)cc1)c1cnccn1)C1CCN(Cc2ccc(Cl)cc2)CC1 (stereo not given) | . | 1.7 | -4.6 | -12.3 | . | 1.5 | -2.1 | -11.6 | 2.8
CCc1ccccc1NC(=O)C1NC(=O)CC1c1ccccc1 (stereo not given) | -1.2 | 0.4 | -2.6 | -11.7 | -2.5 | 3.9 | 0.1 | -6.0 | 1.0
COCCCN(C(=S)Nc1cc(C)cc(C)c1)C(C)c1ccncc1 (stereo not given) | -1.1 | -0.9 | -5.6 | 0.0 | -13.0 | -4.8 | 2.3 | 8.3 | 0.6
COc1ccccc1N1CCN(C(=O)CSc2nnc(C)n2C2CC2)CC1 | -4.3 | 0.2 | -1.2 | -0.7 | -1.3 | 1.6 | -3.8 | 10.3 | 0.1
O=C(NNC(=O)c1ccncc1)Nc1ccc([N+](=O)[O-])cc1 | 0.2 | 0.7 | 0.7 | -1.1 | -2.2 | 10.2 | -2.0 | -7.3 | 0.7
Cc1cccc(NC(=O)CNC(=O)CN2C(=O)NC3(CCCCC3C)C2=O)c1C (stereo not given) | -2.8 | 0.7 | -4.9 | -8.7 | -6.8 | -1.3 | 7.7 | 0.5 | -0.4

Just CHRM4 agonist and CHRM1 PAM, for some of the entries so far:
canonical_smiles | CHRM4 agonist | CHRM1 PAM
CCC(C)NS(=O)(=O)c1cccs1 (stereo not given) | 0.1 | -2.8
Cc1coc2c1c(C)cc1oc(=O)c(CC(=O)NCCC(=O)O)c(C)c12 | -0.2 | 2.7

Grouped by structure, the compounds so far containing bromine
SMILES | OXTR potentiate | M1 ag parental | M1 ag | CHO-K1 Ca antag | CHO parental Ca | CHRM1 PAM | CHRM4 antagonist | CHRM1 antagonist | CHRM4 agonist
CC(=O)N/N=C(\C)c1ccc(Br)cc1Br | -12.0 | -0.4 | -3.7 | -16.4 | 2.4 | 9.1 | 2.0 | -15.6 | 0.3
CCOC(=O)[C@H]1[C@H]2COc3ccc(Br)cc3[C@@H]2N2C(=O)N(c3ccc(F)cc3)C(=O)[C@@]12C | -6.3 | 0.1 | -0.5 | -0.8 | -12.4 | -3.7 | 1.5 | 6.4 | 2.4

Other compounds
SMILES | OXTR potentiate | M1 ag parental | M1 ag | CHO-K1 Ca antag | CHO parental Ca | CHRM1 PAM | CHRM4 antagonist | CHRM1 antagonist | CHRM4 agonist
COc1ccc(C(=O)/C=C/C(=O)N(Cc2ccc3c(c2)OCO3)C(C(=O)NC2CCCCC2)c2ccncc2)c(O)c1 (stereo not given) | -9.0 | -0.3 | -8.7 | 17.3 | -28.5 | -1.7 | -10.5 | -3.0 | 0.5
Cc1ccc(S(=O)(=O)N=S(CCO)CCO)cc1 | -3.0 | -0.3 | -3.0 | -7.8 | 5.4 | 10.0 | -8.9 | -5.4 | 0.1
Cc1ccc(NC(=O)c2cc(S(=O)(=O)N3CCCCC3)ccc2N2CCOCC2)cc1F | -17.5 | -0.3 | -5.6 | 1.0 | -15.1 | 3.0 | 8.9 | 0.4 | -0.1
OCC1(c2cc(C(F)(F)F)n[nH]2)CCCCC1 | -8.7 | 1.0 | -4.2 | -5.6 | -2.4 | 5.8 | -4.2 | -10.5 | 2.5
CCc1ccccc1S(=O)(=O)c1c(C)cc(C)nc1Cl | -6.1 | -1.0 | -7.4 | -21.1 | -13.2 | 2.1 | -12.6 | -7.5 | -0.2
COc1cc(NC(=O)c2ccccc2)c(OC)cc1NC(=O)CN1CCCCC1 | -17.9 | -0.5 | -2.8 | 26.3* | -23.6 | -7.8 | 1.3 | 16.7 | 0.2
O=C(CN1C(=O)c2ccccc2S1(=O)=O)Nc1ccon1 | -14.0 | -0.2 | 2.7 | 8.9 | 1.8 | 12.2 | -11.0 | -4.9 | 0.5
CCOC(=O)Cn1c(Br)nc2c1c(=O)[nH]c(=O)n2C | 6.3 | 0.7 | -1.6 | -15.7 | -6.0 | -0.6 | 5.7 | -0.7 | 0.4

Source: PubChem BioAssay (The Scripps Research Institute Molecular Screening Center)
